# CHT PAM: allosterically activates the human high affinity choline transporter. B-score at 10 µM. Q9GZV3. CHT-expressing cells, membrane potential dye, choline EC20; active compounds read high; LV-AA mutant CHT in HEK293 cells. 310,000 tested, 0.49% active;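 active means initial fluorescence not abnormally high and integrated response B-score, plate-corrected, over 3 SD above library mean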
# Target sequence (Q9GZV3 whole entry, looked up): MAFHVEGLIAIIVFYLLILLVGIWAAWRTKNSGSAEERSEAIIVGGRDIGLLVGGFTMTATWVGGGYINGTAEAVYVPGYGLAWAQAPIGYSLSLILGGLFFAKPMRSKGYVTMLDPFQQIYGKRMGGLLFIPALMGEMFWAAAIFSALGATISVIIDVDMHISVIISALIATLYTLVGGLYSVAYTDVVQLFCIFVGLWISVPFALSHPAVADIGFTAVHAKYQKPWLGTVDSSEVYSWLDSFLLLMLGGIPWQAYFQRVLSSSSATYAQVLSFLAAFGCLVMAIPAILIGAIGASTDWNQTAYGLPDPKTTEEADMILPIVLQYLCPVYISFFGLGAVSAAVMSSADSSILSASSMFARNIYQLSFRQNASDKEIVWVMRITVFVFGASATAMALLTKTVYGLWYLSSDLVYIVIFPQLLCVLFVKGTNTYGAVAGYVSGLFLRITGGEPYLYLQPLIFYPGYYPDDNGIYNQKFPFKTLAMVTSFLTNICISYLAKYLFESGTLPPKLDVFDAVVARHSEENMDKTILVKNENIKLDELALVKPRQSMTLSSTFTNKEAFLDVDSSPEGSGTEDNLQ
# OX1R antag-1: antagonists of human orexin 1 receptor | O43613 | CHO/OX1R cells, Fluo-8 calcium fluorescence, orexin A | inhibition, % at 5 µM | 330,000 tested, 0.43% active | AID 434989;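 active means inhibition above its plate's threshold, mean inhibition of all tested compounds on the plate plus 3 SD, cut at about 37% in these data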;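 further: 0% = orexin A challenge wells and 100% = SB-334867-A antagonist wells; not every result past the cut was called active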
# Target sequence (O43613 whole entry, looked up): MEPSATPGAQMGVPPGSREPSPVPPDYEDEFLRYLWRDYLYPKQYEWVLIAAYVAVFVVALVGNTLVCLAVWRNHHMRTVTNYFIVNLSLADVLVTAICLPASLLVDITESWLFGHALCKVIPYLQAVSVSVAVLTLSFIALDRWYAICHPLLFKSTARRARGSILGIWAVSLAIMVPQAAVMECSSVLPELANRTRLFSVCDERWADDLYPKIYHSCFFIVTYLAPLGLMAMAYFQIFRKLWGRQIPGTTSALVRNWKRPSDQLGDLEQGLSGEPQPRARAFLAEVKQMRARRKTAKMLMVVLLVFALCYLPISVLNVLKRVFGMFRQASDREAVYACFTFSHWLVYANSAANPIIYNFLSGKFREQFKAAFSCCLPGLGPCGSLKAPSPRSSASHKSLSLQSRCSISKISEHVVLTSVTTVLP
# OX1R antag-2: antagonists of human orexin 1 receptor (OX1R); O43613; OX1R-expressing cells, FRET antagonist read-out; inhibition, % at 6.6 µM; 330,000 tested, 1.8% active; AID 485270; in the data active means inhibition mostly above about 38%, no sharp cut-off; inactive means mostly below about 40%;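 further: 0% = agonist challenge alone and 100% = reference antagonist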
# * hit, by the source's call; i = inactive; x = no result given.
# Below each SMILES – CHT PAM	OX1R antag-1	OX1R antag-2
- COc1ccccc1CNC(=O)C1CCC(=O)N1C(C)C (centres undefined)
→ i	-29	10
- CCN(CC)C(=O)[C@H]1C[C@H](CC(=O)NCCCn2ccnc2)C(=O)N2CCc3c([nH]c4ccc(Cl)cc34)[C@]12C
→ x	-21	11
- COc1ccc(OC)c(C2SCCN2S(C)(=O)=O)c1 (centres undefined)
→ i	-6	13
- O=C(CCS(=O)(=O)c1ccccc1)Nc1nc2cc3c(cc2s1)OCCO3
→ i	-14	43
- COCCOC(=O)c1c(NC(=O)CN2CCc3ccccc32)sc(C(N)=O)c1C
→ i	-10	19
- CC(=O)c1ccc(S(=O)(=O)Nc2cccc(-c3ccc(N4CCOCC4)nn3)c2)cc1
→ i	-17	16
- CC1CCN(S(=O)(=O)c2nnc(NC(=O)c3cccc([N+](=O)[O-])c3)s2)CC1
→ i	0	27
- CCOc1c2ccc(C(=O)NCCCCc3ccccc3)cc2nn1CC
→ i	-18	32
- Cc1cccc(OCC(=O)N/N=C/c2cn[nH]c2-c2ccc(Cl)c(Cl)c2)c1
→ i	-17	31
- c1ccc(CSc2nnc3c4ccccc4c4ccccc4c3n2)cc1
→ i	0	1
- c1coc(C2=Nc3cccc4cccc(c34)N2)c1
→ i	-14	10
- O=C(NNC(=O)NC1CCCCC1)NC1CCCCC1
→ i	-13	9
- COc1nc(N(C)C)nc(N(C#N)CCOC(C)=O)n1
→ i	5	2
- Cc1ccc(N(CC(N)=O)C2SC(=O)NC2=O)cc1 (centres undefined)
→ i	1	12
- COc1ccc(CO/N=C/c2c(C)[nH]c(=O)[nH]c2=O)cc1
→ i	-11	14
- COc1cccc(CN(Cc2ccco2)C(c2ccc(F)cc2)c2nnnn2C(C)(C)C)c1 (centres undefined)
→ i	4	31
- O=c1c2ccccc2nc2n1C(CSCc1cccc(C(F)(F)F)c1)CS2 (centres undefined)
→ i	46*	50
- CC(C)CCN(C(=S)Nc1cccc(F)c1)C(C)c1cccs1 (centres undefined)
→ i	-4	4
- CN(C)S(=O)(=O)N1CCN(CC(=O)Nc2ccc(F)cc2)CC1
→ i	-9	-4
- COC(=O)c1ccc2c(=O)n(CCN3CCOCC3)c(SCC(=O)Nc3ccccc3Cl)nc2c1
→ i	-35	0
- COc1ccc(-n2c(CN3CCC(C)CC3)nc3ccc([N+](=O)[O-])cc3c2=O)c(OC)c1
→ i	-22	50
- CCOC(=O)C(NCCCO)c1ccccc1 (centres undefined)
→ i	-13	3
- COc1ccc(NC(=O)N[C@@H](Cc2ccccc2)C(=O)NN)cc1
→ i	-22	15
- O=C(Cn1nnc(-c2ccc(Cl)cc2)n1)NCC1CCCCC1
→ i	-8	3
- CCOC(=O)C(CC)n1nc(C)n2c(cc3sccc32)c1=O (centres undefined)
→ i	-12	11
- COc1ccc(-c2ccc(=O)n(Cc3ccc([N+](=O)[O-])cc3)n2)cc1
→ i	24	21
- CCOc1ccccc1N(CC(=O)N/N=C/c1cc(Br)ccc1OC)S(C)(=O)=O
→ i	-19	16
- COC1CCN(C(=O)c2ccc(OC3CCN(CCc4ccccc4)CC3)cc2)CC1
→ i	-22	12
- COC(=O)CCC(=O)N1CCCC(C(=O)c2cc(F)ccc2F)C1 (centres undefined)
→ i	-6	6
- CC(=O)c1ccc(OCc2ccc(C(=O)c3ccccc3)cc2)cc1
→ i	22	43

# By substructure: the entries above with fluorine
# Below each SMILES – CHT PAM	OX1R antag-1	OX1R antag-2
- COc1cccc(CN(Cc2ccco2)C(c2ccc(F)cc2)c2nnnn2C(C)(C)C)c1 (centres undefined)
→ i	4	31
- O=c1c2ccccc2nc2n1C(CSCc1cccc(C(F)(F)F)c1)CS2 (centres undefined)
→ i	46*	50
- CC(C)CCN(C(=S)Nc1cccc(F)c1)C(C)c1cccs1 (centres undefined)
→ i	-4	4
- CN(C)S(=O)(=O)N1CCN(CC(=O)Nc2ccc(F)cc2)CC1
→ i	-9	-4
- COC(=O)CCC(=O)N1CCCC(C(=O)c2cc(F)ccc2F)C1 (centres undefined)
→ i	-6	6

# Additional compounds follow.
# Below each SMILES – CHT PAM	OX1R antag-1	OX1R antag-2
- CCOC(=O)C1CCCN(Cc2c(F)cccc2Cl)C1 (centres undefined)
→ i	-10	2
- Oc1cc(Nc2cccnc2)cc2cccnc12
→ x	-4	26
- Cc1ccc(N2C(=O)[C@@H]3Cc4ccccc4CN3C2=O)cc1
→ i	-15	7
- COc1ccc(-c2nc(N)n(C(C)=O)n2)cc1
→ i	-13	7
- Cc1ccc(C)c(-c2ccc(=O)n(Cc3cccc(Br)c3)n2)c1
→ i	-33	11
- COc1ccc(-n2c(SCC(=O)NCC3CCCO3)nc3c([nH]c4ccccc43)c2=O)cc1 (centres undefined)
→ i	-18	16
- CCOC(=O)C1=NNC2(c3ccc(C)cc3)C(=O)N(c3ccccc3)C(=O)C12 (centres undefined)
→ i	-15	20
- COc1ccc(-c2csc(NC(=O)CN3C(=O)NC4(CCCC4)C3=O)n2)c(OC)c1
→ i	-26	4
- CCOc1ccccc1N1CCN(CC(=O)N(C2CCCC2)C2CCS(=O)(=O)C2)CC1 (centres undefined)
→ x	-33	7
- COc1ccc2[nH]c(O)c(N=O)c2c1
→ i	-7	32
- COC(=O)c1ccc(/C=C/c2c(-c3ccsc3)oc3ccc(N4CCOCC4)cc23)cc1
→ i	-8	12
- O=C1CCCC(O)=C1N=Nc1ccc(S(=O)(=O)N2CCOCC2)cc1
→ i	-8	35
- CCc1ccc(NC(=O)CCc2nnc3ccc(N4CCCC4)nn23)cc1
→ i	-18	19
- O=C(c1ccc(Cn2cc([N+](=O)[O-])cn2)o1)N1CCCCCC1
→ i	-6	4
- CCOC(=O)c1c2n(c3c(NCc4ccccc4)ncnc13)CCCC2
→ i	-11	18

# Complete entries from above. Values in the order: CHT PAM	OX1R antag-1	OX1R antag-2
# COc1ccc(-n2c(SCC(=O)NCC3CCCO3)nc3c([nH]c4ccccc43)c2=O)cc1 (centres undefined) reads i	-18	16
# Cc1ccc(C)c(-c2ccc(=O)n(Cc3cccc(Br)c3)n2)c1 reads i	-33	11
# COc1ccc(-c2nc(N)n(C(C)=O)n2)cc1 reads i	-13	7

# Further records follow:
# Below each SMILES – CHT PAM	OX1R antag-1	OX1R antag-2
- COc1cc(/C=C/C(=O)OCC(=O)Nc2ccc(C)c(S(=O)(=O)N3CCCCC3)c2)ccc1O
→ i	-11	34
- O=c1cc(N2CCCCC2)c(-c2ccccc2)nn1Cc1cccc(F)c1
→ i	-10	21
- CC(=O)Nc1ccc(S(=O)(=O)Nc2nc3ccc([N+](=O)[O-])cc3s2)cc1
→ i	-18	5
- CCS(=O)(=O)N1Cc2ccccc2CC1C(=O)Nc1nc(C)cs1 (centres undefined)
→ i	-7	14
- COc1ccc(OCC(=O)OC(C)CN2CCCCC2)cc1 (centres undefined)
→ i	3	6
- O=C(CC1C[C@H](C(=O)N2CCOCC2)[C@@]2(CCC3CCCC3)c3[nH]c4ccccc4c3CCN2C1=O)NCCCn1ccnc1 (some centres undefined)
→ x	-11	-1
- CCOC(=O)C1CCCN(C(=O)c2cc(S(=O)(=O)N(C)C)ccc2N2CCCC2)C1 (centres undefined)
→ i	-12	21
- COc1ccccc1Nc1cc(N2CCOCC2)c2nonc2c1[N+](=O)[O-]
→ i	-6	14
- CCCOc1ccc(C(=O)NNC(=S)NC(=O)CC)cc1
→ i	3	7
- COc1cc(NS(=O)(=O)c2ccc(NC(=O)COc3cccc(C)c3)cc2)nc(OC)n1
→ i	-14	18
- O=C(NCc1ccccn1)c1ccc2nc(C3CCCCC3)oc2c1
→ i	-19	12
- CC(NC(=O)Nc1cccc(F)c1)c1ccc2c(c1)OCO2 (centres undefined)
→ i	5	5
- Cc1ccc(NC(=O)CCc2c(C)nn(-c3ccc(N4CCOCC4)nn3)c2C)cc1
→ i	-21	16
- O=C(COC(=O)c1ccccc1Sc1ccc(C(F)(F)F)cc1[N+](=O)[O-])NC(=O)NC1CCCC1
→ i	-34	25
- NC(=O)c1ccc(-c2ccccc2F)cc1
→ i	25	22
- O=C(NC1CCCC1)c1c(O)nc2sccn2c1=O
→ i	0	8
- Cc1ccc(CN2CCN(c3ccccc3)CC2)o1
→ i	-28	2
- CCCCSc1nnc([C@H](CC(C)C)NC(=O)OC(C)(C)C)o1
→ i	-29	10
- CCOC(=O)C1CCCN(c2ccc(NC(=O)c3snc4c(=O)[nH]cnc34)cc2)C1 (centres undefined)
→ i	-10	36
- CC(C)(C)NC(=O)Cn1nnc(-c2ccc(OCc3c(F)cccc3Cl)cc2)n1
→ i	-5	21
- CCCn1c(SCC(=O)Nc2ccccc2CC)nnc1C(C)C
→ i	-12	6
- CCCCCCn1nc(C(=O)Nc2nc3c(s2)CCCC3)c2ccccc2c1=O
→ i	-29	5
- CCN1CCN(c2c(/C=C3\SC(=S)N(Cc4ccco4)C3=O)c(C)c(C#N)c(=O)n2C)CC1
→ i	8	9
- COc1ccc(NC(=O)CCCn2c(=S)[nH]c3ccccc3c2=O)cc1
→ i	-17	10
- COc1ccc(NC(=O)CSc2n[nH]c(CNc3cccc(C)c3)n2)cc1
→ i	-19	11
- CS(=O)(=O)N(CC(=O)NC1CC1)C1CCCCC1
→ i	-4	1
- CC(NC(=O)c1ccco1)C(=O)N1CCN(c2cccc(Cl)c2)CC1 (centres undefined)
→ x	-14	3
- CCC(Sc1ncccc1C(=O)O)C(=O)N1CCOCC1 (centres undefined)
→ i	-5	16
- CS(=O)(=O)N(CC(=O)O)c1cc(C(F)(F)F)ccc1Cl
→ i	-8	12
- CCN(CC)CCN1C(=O)C2C(C(=O)Nc3cc(C)cc(C)c3)C3C=CC2(O3)C1C(=O)NC1CCCCC1 (centres undefined)
→ i	-28	8

# Additional compounds:
molecule	CHT PAM	OX1R antag-1	OX1R antag-2
CC1CN(CCc2ccccc2)C(C)C/C1=N/O (centres undefined)	i	-24	12
CC(C)Sc1oc(-c2ccco2)nc1S(=O)(=O)c1ccc(F)cc1	i	-18	9
CC1CCN(CCn2c(=S)[nH]c3ccccc3c2=O)CC1	i	-21	0
COc1ccc(Cl)cc1S(=O)(=O)N1CCN(C(=O)COc2ccccc2)CC1	i	-14	10
O=C(O)Cc1ccccc1C(=O)O	i	-7	11
C#CCSc1nc2sc3c(c2c(=O)n1C)CCC3	i	-12	0
CCN(CC)CCNc1nc(C(F)(F)F)nc2c1nnn2Cc1ccccc1	i	-23	9
Cc1ccc(C(=O)Nc2sc3c(c2C(=O)O)CCC(C)C3)o1 (centres undefined)	x	0	7
Fc1ccc(/C=N/Nc2ncnc3nc[nH]c23)cc1F	i	-7	2
COc1cccc(OC)c1C(=O)N1CCN=C1SCc1cccnc1	i	-10	10
COc1ccc(S(=O)(=O)N2CCOC2CNC(=O)C(=O)NCCc2ccc(OC)c(OC)c2)cc1C (centres undefined)	i	-19	-2
CC(=O)c1ccc(N2CCN(C(=O)CCNC(=O)Cn3ccc4ccccc4c3=O)CC2)cc1	i	-9	14
CCCCNC(=S)N1CCN(c2ccccc2Cl)CC1	i	-6	-4
CC(=O)N/C(=C\c1ccccc1)C(=O)Nc1ccccc1C	i	-16	6
COC(=O)c1ccc(NC(=O)C2CCCN(S(=O)(=O)c3cnc[nH]3)C2)cc1 (centres undefined)	i	-3	9
CCOC(=O)C1=C(C)N=C2SC=C(C)N2C1c1ccc(OC)cc1 (centres undefined)	i	-19	18
COc1ccc(/C=N/NC(=O)c2ccccc2[N+](=O)[O-])cc1CN1CCc2cc(OC)c(OC)cc2C1C (centres undefined)	i	-25	11
Cc1ccnc(NC(c2ccccn2)c2c(C)[nH]c3ccccc23)c1 (centres undefined)	i	5	6
COc1ccc(-c2nc(CN3CCCCC3c3cccnc3)c(C)o2)c(F)c1 (centres undefined)	i	-49	16
C=CCSc1nc2sc(C)c(C)c2c(=O)n1N	i	-16	0
Cc1nc2sc(-c3ccccc3)cc2c(=O)n1/N=C/N(C)C	i	-19	16
CCOC(=O)c1cccc(Nc2nc(C)cc(C)n2)c1	i	-21	21
O=C(OCc1nnc(-c2ccccc2)o1)c1ccc(CO)cc1	i	11	6
COc1cccc2c(N/N=C/c3ccco3)cc(C)nc12	i	-6	3
COCCOC(=O)C1=C(C)Nc2ncnn2C1c1ccco1 (centres undefined)	i	-22	4
Fc1ccc(NC(=S)Nc2ccccc2OC(F)F)cc1Cl	i	-12	10
CC1(C)CC(=O)C(C2C3=C(CC(C)(C)CC3=O)OC3=C2C(=O)CC(C)(C)C3)=C(O)C1	i	-17	11
CN(c1ccc(C(=O)NCc2ccccn2)cc1)S(=O)(=O)c1ccc(Cl)cc1	i	-18	22
O=C1NC(Cc2ccc(O)cc2)c2nc3ccc(Cl)cc3c(=O)n2-c2ccccc21 (centres undefined)	x	-10	7
O=C(c1cc([N+](=O)[O-])cc([N+](=O)[O-])c1)N1CCN(Cc2ccc3c(c2)OCO3)CC1	i	-25	28
Cc1onc(-c2ccccc2)c1C(=O)N1CCN(c2ccc([N+](=O)[O-])cc2)CC1	i	-7	8
N#CCCN1CCN(S(=O)(=O)c2ccc(S(=O)(=O)NC3CC3)cc2)CC1	i	-15	8
COc1ccccc1CNC(=O)CSc1nnc2ccc(-c3cccnc3)nn12	i	-21	34
COc1ccc(-c2nnn(CC(=O)N(c3cccc(O)c3)C(C)C(=O)NC3CCCC3)n2)cc1OC (centres undefined)	i	-13	7
COC(=O)c1ccc(NC(=O)Cc2ccc(F)cc2)cc1	i	-18	12
CC(NCCOCCOc1ccccc1)c1ccccc1 (centres undefined)	i	-11	5
NC(=O)COC(=O)CC(NC(N)=O)c1ccc(Cl)cc1 (centres undefined)	i	3	8
O=C(Oc1ccc(Cl)cc1)c1ccc(COC(=O)c2cnccn2)cc1	i	14	1

# Compound activity: PubChem, several laboratories
